Compound activity deposited in PubChem by Vanderbilt University.
GIRK2 act: GIRK2 channel activators by thallium flux; 34,000 tested, under 10 active; AID 1259324; HEK293 GIRK2/NPY4 cells, thallium flux fluorescence; activation (% efficacy), % for hits at 37.5 µM;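 active means primary screen hit, no activity in plain HEK293 cells, and in GIRK2-only cells above 5% efficacy rising with concentration; inactive means the rest, including fluorescent compounds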;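 further: efficacy is normalized control-subtracted fluorescence 15 s after thallium addition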
Target sequence (P48051 whole entry, looked up): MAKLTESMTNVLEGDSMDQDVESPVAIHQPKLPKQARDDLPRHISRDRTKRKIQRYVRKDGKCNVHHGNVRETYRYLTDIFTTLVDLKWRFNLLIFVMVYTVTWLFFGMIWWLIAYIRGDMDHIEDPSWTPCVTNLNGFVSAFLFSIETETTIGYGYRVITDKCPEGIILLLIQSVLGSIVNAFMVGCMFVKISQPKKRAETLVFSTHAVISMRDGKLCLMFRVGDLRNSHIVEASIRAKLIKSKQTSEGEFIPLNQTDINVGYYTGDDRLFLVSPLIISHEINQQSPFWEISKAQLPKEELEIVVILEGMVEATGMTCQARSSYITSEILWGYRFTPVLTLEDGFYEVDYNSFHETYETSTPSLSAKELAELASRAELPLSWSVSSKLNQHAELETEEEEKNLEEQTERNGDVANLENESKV
Calls only; i = inactive. The list is partial (hit frequency here may not be typical).

nr	mol	GIRK2 act
1	CC(C)(CO)NC(=O)Cc1ccc(NC(=O)c2cccc(F)c2)cc1	i
2	O=C(Nc1ccc(CC(=O)N2CCCC2)cc1)c1ccc(C(F)(F)F)cc1	i
3	CC(=O)c1ccc(S(=O)(=O)NCC2CCN(C(=O)c3snnc3C)CC2)cc1	i
4	CCOc1ccc(Nc2cc(C)nc3c4c(C)cc(C)nc4nn23)cc1	i
5	CSc1ccccc1CN1CCC(CN)CC1	i
6	Cc1nc(-c2ccccc2)sc1C(=O)NCCOc1ccc(F)cc1	i
7	CCn1nnc2c(N3CCN(CC(=O)N4CCCCC4)CC3)ncnc21	i
8	O=C(CCCS(=O)(=O)c1ccccc1)Nc1nc2cc3c(cc2s1)OCCO3	i
9	COc1ccccc1-c1c(C)nn2c(N3CCN(CCO)CC3)cc(C)nc12	i
10	CCOc1ccc(NC(=O)Cn2c(=O)n(Cc3ccccc3)c(=O)c3nscc32)cc1	i
11	C=C(Br)Cn1c(C2CC(=O)N(CCCC)C2)nc2ccccc21 (stereo not given)	i
12	O=C(NCCc1cccs1)C1CN(C(=O)c2cccs2)C1	i
13	CCCOc1cn(-c2ccc(F)cc2)nc1C(=O)NCCN1CCOCC1	i
14	CC1CCN(C(=O)COc2ccc(Br)cc2)CC1	i
15	COc1ccccc1-c1nnc2ccc(OCCNC(=O)c3c(F)cccc3Cl)nn12	i
16	Cc1cc(NC(=O)CSc2cc(N3CCN(c4ccccc4F)CC3)ncn2)no1	i
17	CCCC(=O)Nc1ccc(S(=O)(=O)N2CCN(c3ccc4nnc(C)n4n3)CC2)cc1	i
18	O=C(NCCNc1ccc(Nc2ccccn2)nn1)c1cccs1	i
19	COc1nn(C)cc1C(=O)N1CCN(c2ccc(-c3ccco3)nn2)CC1	i
20	COc1ccc(CNC(=O)C(=O)Nc2ccc3c(c2)CCCN3C(=O)c2cccs2)cc1	i

Additional structures.
nr	mol	GIRK2 act
21	CCOc1ccccc1C(=O)NCC1CCN(Cc2ccccn2)CC1	i
22	CCOc1cccc2sc(N(CCN3CCOCC3)C(=O)CCc3ccccc3)nc12	i
23	CNS(=O)(=O)c1c(C)cc(C)c(N(C)S(C)(=O)=O)c1C	i
24	CCSc1nnc(NC(=O)Cc2csc(Nc3cccc(C(F)(F)F)c3)n2)s1	i
25	Cc1nc(N2CCN(c3ccccc3)CC2)nc(NCc2ccccc2)c1[N+](=O)[O-]	i
26	CN1C(=O)C(C)(C)COc2cc(NC(=O)c3ccc4nsnc4c3)ccc21	i
27	CC(=O)N1CCc2c(sc3nc(SCC(N)=O)n(Cc4ccccc4)c(=O)c23)C1	i
28	COc1ccc(CN2C(=O)C(O)(CC(C)=O)c3cccc(C)c32)cc1OC (stereo not given)	i
29	Cc1nc(C)n(C(C)CNC(=O)c2cccs2)n1 (stereo not given)	i
30	COc1nn(C)cc1-c1nnc(SCC(=O)N2CCCC2)n1C	i
31	O=S(=O)(NCC1CCN(C2CCCC2)CC1)c1cccc2ccccc12	i
32	CCCN1C(=O)NC2(CCN(C(=O)c3cc(OC)c(OC)c(OC)c3)CC2)C1=O	i
33	COc1ccc(C(F)(F)F)cc1NC(=O)CCCn1nc(-c2ccco2)ccc1=O	i
34	CC(C)(C)c1ccc(S(=O)(=O)NCC2(O)CCOCC2)cc1	i
35	CCCOC(=O)c1cc2cc(Br)cc(OC)c2oc1=O	i
36	COc1ccc(F)cc1S(=O)(=O)Nc1ccc(-c2ccc(=O)n(C)n2)cc1	i
37	CCCCNC(=O)Cc1csc(SCC(=O)c2cccs2)n1	i
38	O=C(Cn1nc(C2CC2)c2cnn(-c3ccc(F)cc3)c2c1=O)N1CCOCC1	i
39	O=C(CN1C(=O)c2ccccc2S1(=O)=O)Nc1nc2ccccc2s1	i
40	COc1ccccc1CNC(=O)C(=O)Nc1c2c(nn1-c1ccc(C)cc1C)CS(=O)(=O)C2	i

The list goes on.
nr	mol	GIRK2 act
41	Cc1nn2c(-n3ccnc3C)c3c(nc2c1-c1ccccc1)CCC3	i
42	CCSc1nnc(NC(=O)Cc2cc(-c3ccccc3)on2)s1	i
43	CCc1ccccc1-n1nnnc1SCC(=O)N1CCOCC1	i
44	O=C(Nc1ccccc1F)N1CCC2(CC1)NC(=O)N(Cc1ccc(F)cc1)C2=O	i
45	CC(=O)N1CCc2ccc(NC(=O)COc3ccc(Cl)cc3)cc21	i
46	COC(=O)c1ccc(CSc2ccc(NC(=O)c3cccs3)nn2)o1	i
47	O=C(Cc1ccc(NC(=O)c2ccccc2F)cc1)NC1CC1	i
48	CN1CCN(Cc2ccc(NC(=O)NCc3cccc4ccccc34)cc2)CC1	i
49	O=C(Nc1ccc(-c2ccc(N3CCOCC3)nn2)cc1)Nc1ccccc1F	i
50	COc1ccc(Cn2c(SCC#N)nc3c(-c4ccccc4)c[nH]c3c2=O)cc1	i
51	CCOC(=O)C(C)(C)Sc1ncnc2nc[nH]c12	i
52	COc1ccc2nc(-c3ccc(Cl)c(NC(=O)c4cccs4)c3)cn2n1	i
53	CCOC(=O)c1ccccc1NC(=O)COc1ccc(-c2nnc(C)o2)cc1	i
54	COc1ccc(S(=O)(=O)N2CCC3(CC2)C(=O)N(C)C(=O)N3C)c(C)c1C	i
55	O=C(NCc1ccco1)C1CN(c2nc3c(C(F)(F)F)cccc3s2)C1	i
56	CCc1nc2sc(C(c3ccc(Cl)cc3Cl)N3CCCC3)c(O)n2n1 (stereo not given)	i
57	COc1ccc(NC(=O)CCn2c(=O)[nH]c3ccccc3c2=O)cc1OC	i
58	Cc1nnc(C2CCN(CC(=O)Nc3ccc4c(c3)OCO4)CC2)s1	i
59	O=C(c1cc2ccccc2[nH]1)N1CCN(Cc2nc(-c3ccc(F)cc3)cs2)CC1	i
60	O=C(NCc1cccs1)C(=O)Nc1cccc(N2CCCC2=O)c1	i

Following part.
nr	mol	GIRK2 act
61	COC(=O)C1CCN(c2ccc(N)cc2)CC1	i
62	COc1ccc(CCNC(=O)C(=O)Nc2ccc3c(c2)N(C(=O)C(C)C)CCC3)cc1OC	i
63	c1ccc2c(c1)ncn2CC1CCCNC1 (stereo not given)	i
64	O=C(Cn1c(SCCOc2ccccc2)nc2ccccc21)N1CCOCC1	i
65	CCOCCCNC(=O)c1c(N)n(-c2ccc(C(C)=O)cc2)c2nc3ccccc3nc12	i
66	CC1CCN(C(=O)CSc2ccc(NC(=O)C3CC3)nn2)CC1	i
67	Cc1ccc2nc(N(Cc3ccncc3)C(=O)c3ccc4c(c3)OCCO4)sc2c1	i
68	O=C(CSc1ccc(NC(=O)c2ccco2)nn1)NCc1ccc2c(c1)OCO2	i
69	CCC1CCCCN1C(=O)CSc1c(C)[nH]c2ccccc12 (stereo not given)	i
70	CN(Cc1ccccc1)C(=O)c1nc(-c2cnccn2)no1	i
71	CN(C)c1ccc(C(=O)NCC2(O)CCOCC2)cc1	i
72	O=S(=O)(Nc1cccnc1)N1CCCCCC1	i
73	CCOc1ccc(-n2nnnc2CN2CCN(C(=O)c3ccc(C(C)(C)C)cc3)CC2)cc1	i
74	O=C(NCCC1=CCCCC1)C(=O)NCc1nc(-c2ccccc2)no1	i
75	CS(=O)(=O)c1ccc(NC(=O)C2CCCN2S(=O)(=O)c2ccc(Cl)s2)cc1 (stereo not given)	i
76	COc1ccc(Cl)cc1S(=O)(=O)NCC1CCN(c2ccccn2)CC1	i
77	CCN1C(=O)Cc2cc(NC(=O)Nc3cccc(OC)c3)ccc21	i
78	Cc1nc(-c2ccccc2)sc1C(=O)NCCCn1nc(-c2ccco2)ccc1=O	i
79	COc1ccc(S(=O)(=O)NCCNc2cc(N3CCOCC3)nc(C)n2)cc1	i
80	CC1CCN(C(=O)CN2CCN(c3nccn3-c3cccc(Cl)c3)CC2)CC1	i

Another view of two compounds above:
41) Cc1nn2c(-n3ccnc3C)c3c(nc2c1-c1ccccc1)CCC3
  GIRK2 act: i

42) CCSc1nnc(NC(=O)Cc2cc(-c3ccccc3)on2)s1
  GIRK2 act: i

Following part
nr	mol	GIRK2 act
81	CCC(C)(C)OCC(O)CN1CCN(c2cccc(C(F)(F)F)c2)CC1 (stereo not given)	i
82	O=S(=O)(NCCOc1ccc(-c2cccs2)nn1)c1ccccc1Cl	i
83	CCOc1ccc(-c2cccc(NC(=O)COc3ccc(C(=O)c4ccccc4)cc3)c2)nn1	i
84	O=C(COc1ccc2ccccc2c1)Nc1cccc(N2CCCCC2=O)c1	i
85	Cc1cc(Br)c2nc(-c3ccncc3)oc(=O)c2c1	i
86	O=C(c1ccc2c(c1)OCO2)N(CCc1cccs1)Cc1cccnc1	i
87	Cn1c2c(c(=O)[nH]c1=O)C(c1ccco1)NC(=O)N2 (stereo not given)	i
88	Cc1cc(C)c(NC(=O)Cn2c(=O)n(Cc3cccs3)c(=O)c3ncccc32)c(C)c1	i
89	O=S(=O)(c1cccc(Cl)c1Cl)N1CCN(c2ccc(-c3ccco3)nn2)CC1	i
90	COc1ccc(C(=O)Nc2ccc(N3CCCC3=O)cc2)cc1	i
91	Cc1ccc(-c2noc(-c3cn(CC(=O)N(C)c4ccccc4)c4nc(C)ccc4c3=O)n2)cc1	i
92	Cc1cc(C)n(-c2nc3c(c(=O)n(CCN4CCOCC4)c(=O)n3C)n2CCC(C)C)n1	i
93	O=C(Cn1cnc2nc(N3CCOCC3)ncc2c1=O)NCc1cccc(C(F)(F)F)c1	i
94	O=C(NCCC1=CCCCC1)C1CN(C(=O)c2cccs2)C1	i
95	COCc1nc2ccccc2n1CC(O)COc1ccc(Cl)c(C)c1 (stereo not given)	i
96	O=C(c1cc(-c2ccccc2)on1)N(CCc1cccs1)Cc1cccnc1	i
97	O=S(=O)(c1ccc2c(c1)OCCO2)N(Cc1ccsc1)Cc1ccccn1	i
98	COc1nn(C)cc1-c1nnc(SCCc2ccccc2)n1C	i
99	CC(C)(C)n1ncc2c(=O)n(CCC(=O)N3CCOCC3)cnc21	i
100	CCN(CC)c1ccc(N2CCN(S(=O)(=O)c3ccc4ccccc4c3)CC2)nn1	i

Grouped by structure, the compounds so far containing a CF3 group.
nr	mol	GIRK2 act
2	O=C(Nc1ccc(CC(=O)N2CCCC2)cc1)c1ccc(C(F)(F)F)cc1	i
24	CCSc1nnc(NC(=O)Cc2csc(Nc3cccc(C(F)(F)F)c3)n2)s1	i
33	COc1ccc(C(F)(F)F)cc1NC(=O)CCCn1nc(-c2ccco2)ccc1=O	i
55	O=C(NCc1ccco1)C1CN(c2nc3c(C(F)(F)F)cccc3s2)C1	i
81	CCC(C)(C)OCC(O)CN1CCN(c2cccc(C(F)(F)F)c2)CC1 (stereo not given)	i
93	O=C(Cn1cnc2nc(N3CCOCC3)ncc2c1=O)NCc1cccc(C(F)(F)F)c1	i

Next part
nr	mol	GIRK2 act
101	CCOc1ccccc1NC(=O)CN1CCC(c2cccs2)CC1	i
102	CS(=O)(=O)Nc1ccccc1C(=O)CC1(O)C(=O)Nc2ccccc21 (stereo not given)	i
103	COCCNC(=O)Cn1nc2c(c1NC(=O)c1c[nH]c3ccccc13)CSC2	i
104	Cc1cc(C)cc(N2C(=O)N(CC(=O)Nc3ccc(C)c(C)c3)C3CS(=O)(=O)CC32)c1 (stereo not given)	i
105	COc1ccc(CCC(=O)NCCOc2ccccc2)cc1	i
106	O=C(NCCN1CCN(c2ccc(F)cc2)CC1)C(=O)Nc1ccon1	i
107	CNC(=O)c1cccc(-c2noc(C3CN(C(=O)CSc4ccc(F)cc4)C3)n2)c1	i
108	CN(C(=O)C1CCN(S(C)(=O)=O)CC1)c1ccccc1	i
109	O=C(NNC(=O)c1ccccc1C(F)(F)F)c1ccc(=O)n(Cc2ccccc2)c1	i
110	O=S(=O)(c1c(Cl)cccc1Cl)N1CCN(c2ccccc2)CC1	i
111	O=C(Nc1nnc(CS(=O)(=O)c2ccccc2)o1)c1ccc2c(c1)OCCO2	i
112	Cc1noc(C2CN(C(=O)c3cc4ccccc4[nH]3)C2)n1	i
113	COc1ccc(-c2cn(CC(=O)N3CCN(c4ccccc4)CC3)nc2N(C)C)cc1	i
114	O=C(NCCN1CCN(c2ccccc2)CC1)C(=O)Nc1ccc2c(c1)OCCO2	i
115	CN(Cc1ccccc1)C(=O)CCn1c(=O)[nH]c2ccccc2c1=O	i
116	CSc1ccccc1C(=O)Nc1sccc1-c1nc2ccccc2s1	i
117	O=C(Nc1ccc(CC(=O)N2CCCC2)cc1)c1c(F)cccc1Cl	i
118	CCOc1cc(C)ccc1S(=O)(=O)N1CCN(c2ccccc2)CC1	i
119	CC(O)(CNC(=O)NC(c1ccccc1)c1ccccc1)c1ccc2c(c1)OCO2 (stereo not given)	i
120	Cc1cc(NC(=O)COc2ccc(Cl)cc2)n(C)n1	i

Next section:
nr	mol	GIRK2 act
121	O=C(Nc1ccc2ncsc2c1)c1ccc(C(=O)c2ccccc2)cc1	i
122	Cc1ccc(Cl)cc1NC(=O)Cn1c(=O)n(C2CC2)c(=O)c2nscc21	i
123	COc1ccc(NC(=O)c2nnn(Cc3nc(-c4ccccc4C)oc3C)c2C)c(OC)c1	i
124	O=C(Nc1cccc(N2CCCCC2=O)c1)c1cccc2ccccc12	i
125	COc1ccc(-c2nc3c4ccccc4nc(=S)n3[nH]2)cc1	i
126	O=C(CSc1nnc(-c2ccncc2)o1)NCCc1ccccc1	i
127	Cc1cc(NC(=O)Cn2nc(-c3ccco3)ccc2=O)no1	i
128	CCN(CC)S(=O)(=O)c1ccc(C(=O)N2CCN(c3nccn3C)CC2)cc1	i
129	CC(C)c1ccc(-c2csc(NC(=O)c3ccnn3C)n2)cc1	i
130	CCCCc1ccc2nc(N(C)CC(=O)O)sc2c1	i
131	Cc1ccc(-c2ccc(=O)n(CCCNS(=O)(=O)c3ccc(F)c(Cl)c3)n2)cc1	i
132	COc1ccc(Cc2nnc(C3CCN(C(=O)c4ccsc4)CC3)s2)cc1	i
133	CSc1ccccc1C(=O)Nn1cnc2c(cnn2-c2ccccc2)c1=O	i
134	Cc1cc(NCC2CCCO2)n2ncc(-c3ccccc3Cl)c2n1 (stereo not given)	i
135	CC(C)c1ccc(OCC(=O)N2CCN(c3nccn3C)CC2)cc1	i
136	Cn1nccc1C(=O)N(CC1CCCO1)c1nc2c(Cl)cccc2s1 (stereo not given)	i
137	CCN1C(=O)Cc2cc(NC(=O)Nc3cccc(C)c3)ccc21	i
138	CCOc1ccc(NC(=O)c2cc3c(=O)n4ccccc4nc3n2Cc2ccccc2)cc1	i
